ABHD5-PLIN5 inh: ABHD5-PLIN5 protein interaction inhibition; inhibition, % at 4 µM; Split G. princeps luciferase complementation, luminescence, 4 h; AID 602281; 360,000 tested, 0.78% active; Q00G26+Q8WTS1;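 active means inhibition above the mean inhibition across every tested compound plus 3 SD, cut at about 22% in these data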;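 further: 0% = DMSO only wells and the 100% control is not disclosed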
MC4R ag barr: human MC4R agonism via beta-arrestin | P32245 | U2OS MC4R beta-arrestin complementation, luminescence; percent of melanotan II response, DMSO zero | activation, % at 8.9 µM | 360,000 tested, 0.98% active | AID 540308;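 active means activation above a per-plate cutoff, the mean activation of sample wells on that plate plus 3 SD, cut at about 8% in these data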
Target sequence (P32245 whole entry, looked up): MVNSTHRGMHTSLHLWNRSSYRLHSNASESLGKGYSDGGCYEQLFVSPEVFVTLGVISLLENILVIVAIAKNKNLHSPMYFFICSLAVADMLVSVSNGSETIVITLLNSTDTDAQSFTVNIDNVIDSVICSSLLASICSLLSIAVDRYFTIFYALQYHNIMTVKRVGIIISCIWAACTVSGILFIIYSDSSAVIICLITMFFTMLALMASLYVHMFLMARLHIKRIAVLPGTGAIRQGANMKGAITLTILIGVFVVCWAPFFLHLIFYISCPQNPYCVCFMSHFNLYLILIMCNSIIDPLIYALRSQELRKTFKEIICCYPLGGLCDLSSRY
HTR2A ag: agonists of mouse serotonin 5-HT2A receptor (HTR2A); CHO-K1 mHTR2A beta-arrestin complementation, luminescence; percent of 30 µM serotonin response; activation, % at 7.6 µM; 360,000 tested, 0.66% active;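 active means activation above a run cutoff, the mean activation of all tested compounds plus 3 SD, cut at about 14% in these data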;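 further: 0% = plate median of compound wells and 100% = 30 µM serotonin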
Target sequence (P35363 whole entry, looked up): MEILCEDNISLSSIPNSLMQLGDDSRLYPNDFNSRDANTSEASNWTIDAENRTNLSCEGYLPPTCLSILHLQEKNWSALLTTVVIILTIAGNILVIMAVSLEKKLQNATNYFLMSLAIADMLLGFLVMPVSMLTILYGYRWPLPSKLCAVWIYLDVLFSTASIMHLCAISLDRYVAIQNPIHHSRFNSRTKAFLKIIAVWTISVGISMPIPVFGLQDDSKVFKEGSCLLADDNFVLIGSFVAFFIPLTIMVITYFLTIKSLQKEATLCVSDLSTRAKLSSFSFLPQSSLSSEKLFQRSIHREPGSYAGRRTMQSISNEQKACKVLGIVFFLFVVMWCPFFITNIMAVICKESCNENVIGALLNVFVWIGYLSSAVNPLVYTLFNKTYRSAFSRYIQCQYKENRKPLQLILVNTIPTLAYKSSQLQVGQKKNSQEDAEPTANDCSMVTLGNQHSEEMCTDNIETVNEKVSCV
Cardio protect: modulators protecting cardiomyocytes from myocardial damage; H9c2 cardiomyocytes, H2O2 injury protection, ATPLite, 2 h; protection from H2O2 cell death, % at 20 µM; 360,000 tested, 0.63% active;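 active means compounds giving at least 50% protection of heart cells from peroxide-induced death in the single-dose screen, raw or plate-pattern-corrected value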;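 further: 0% = DMSO wells with peroxide and 100% = DMSO wells without peroxide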
MC4R antagonist: human MC4R antagonism in cAMP assay | MC4R-expressing cells, MTII-stimulated cAMP, LANCE TR-FRET | 360,000 tested, 0.48% active | inhibition, % at 6.5 µM | P32245;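 active means inhibition above its plate's cutoff, the mean of tested wells on that plate plus 3 SD, cut at about 29% in these data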;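 further: 0% = Melanotan II alone and 100% = Melanotan II plus saturating MCL0020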
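Assay system: human MC4R-expressing U2OS cells; reagent: Melanotan II stimulation of cells; dosing: 6.5 µM single dose; timing: compound 30 min, challenge 1 h, detection 1 h; signal: TR-FRET cAMP assay; replicates: one well per compound, no replicates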
ABCB6 inh MLPCN: human ABCB6 transporter inhibition | 360,000 tested, 0.19% active | Q9NP58 | fluorescence ratio to DMSO, % at 10 µM | K562-ABCB6 porphyrin accumulation, flow cytometry, 1 h; hits give low values | AID 602162;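 active means fluorescence ratio to DMSO below 75%, the collection mean minus 3 SD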;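 further: signal is porphyrin accumulated inside mitochondria; 100% equals median channel fluorescence of DMSO control wells; lower ratio means ABCB6 inhibition with less porphyrin fluorescence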
NCOA2 inhibitor: human SRC2 (NCOA2) inhibition. HEK293 GAL4-SRC2 luciferase reporter, luminescence. inhibition, % at 9 µM. 370,000 tested, 0.17% active. AID 651957;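 active means inhibition above the mean inhibition of all tested compounds plus 3 SD, set per campaign, cut at about 52% in these data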;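 further: 0% = DMSO treated cells and 100% = cells given Gossypol at 36 µM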
Glyco luc inh: N-linked glycosylation inhibition | D54 ERlucT glycosylation luciferase reporter, 24 h; percent of 100 nM tunicamycin response | reporter increase, % at 12.5 µM | 360,000 tested, 0.23% active;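 active means mean luciferase reporter signal, scaled so untreated is 0 and the glycosylation-blocking control 100, at or above a set limit in every replicate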;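 further: luciferase carries N-glycosylation sites so blocking glycosylation raises the light; 0% = median of neutral control wells and 100% = median of 100 nM tunicamycin wells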
NOD2-RIPK2 inh: inhibitors of human NOD2-RIPK2 interaction; CHO BLA complementation NOD2-RIPK2, CCF4 ratio; AID 624267; O43353; 360,000 tested, 0.38% active; inhibition, % at 4.98 µM; in the data active means inhibition above about 21%;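 further: 0% = vehicle only and 100% = reference blocker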
TLR9-MyD88 block: blocks human TLR9 binding to MyD88. CHO BLA complementation TLR9-MyD88, CCF4 FRET ratio. AID 504734. inhibition, % at 4.98 µM. 340,000 tested, 0.21% active. Q9NR96+Q99836;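 active means inhibition above the mean over all tested compounds plus 3 SD, cut at about 21% in these data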;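 further: 0% = DMSO only wells and 100% = clavulanate BLA inhibitor control wells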
* = called active by the depositor; / = no result given. Not all compounds are listed; count on the stated rates, not on these rows.

SMILES	ABHD5-PLIN5 inh	MC4R ag barr	HTR2A ag	Cardio protect	MC4R antagonist	ABCB6 inh MLPCN	NCOA2 inhibitor	Glyco luc inh	NOD2-RIPK2 inh	TLR9-MyD88 block
Cc1cc(S(=O)(=O)Nc2ccc(C(=O)N3CCN(C(=O)c4ccco4)CC3)cc2)ccc1F	0	-0.2	0	-6	6	98	23	-1	4	0
Cc1ccccc1-n1nnnc1SCC(=O)N(C)C1CCS(=O)(=O)C1 (stereo not given)	3	-0.6	4	-7	5	97	0	0	6	-7
Oc1c(C(c2cccs2)N2CCC3(CC2)OCCO3)sc2ncnn12 (stereo not given)	-4	-1.4	-5	1	11	96	14	2	-5	5
CN(C)c1ccc(/C=C/C(=O)c2ccccc2)cc1[N+](=O)[O-]	16	-4.0	-6	-2	7	91	2	9	-2	-9
CC(NC(=O)c1ccco1)c1nc(-c2ccccc2)no1 (stereo not given)	-8	-4.6	-1	1	-5	100	-4	-2	-7	-7
O=C(C1CCN(S(=O)(=O)c2ccc(Cl)cc2)CC1)N1CCN(c2ccccn2)CC1	-11	-0.9	1	2	2	102	8	0	-1	-3
COC(=O)C1=C(C(=O)OC)[C@@H]2N(C)c3ccccc3[C@@]23C[C@@H](C(=O)OC)N(C(=O)c2cccs2)C3=N1	3	0.9	-3	0	-7	96	-11	13	-2	-2
CN(C)S(=O)(=O)c1ccc(N2CCCC2=O)c([N+](=O)[O-])c1	2	0.9	4	2	-8	95	-11	2	-3	2
O=C(c1ccc2nccnc2c1)N1CCN(c2ccccc2)CC1	2	-3.0	6	1	4	97	12	0	-2	-7
CCCCNC(=O)C(=O)N/N=C/c1ccc(OCC(=O)Nc2cccc(OC)c2)c(OC)c1	-7	1.9	11	-6	3	90	12	-1	-4	4
O=C(NCCN1CCOCC1)C(=O)NCC1OCCCN1S(=O)(=O)c1ccc(F)cc1 (stereo not given)	-3	-4.7	0	1	10	102	4	2	6	-10
Cc1cc(C(=O)N/N=C2\CC(=O)CC(C)(C)C2)c(C)n1-c1ccc(F)cc1	-7	-2.3	-5	-1	9	76	14	-5	-5	4
COc1ccc2cc(CN(CC3CCCO3)C(=S)NCc3ccco3)c(=O)[nH]c2c1 (stereo not given)	14	2.4	6	-4	17	106	-13	1	2	0
CCC12CN(C(=O)c3ccc(C)cc3)CC(CC)(CN(C(=O)c3ccc(C)cc3)C1)C2=O	-1	-1.8	4	-10	3	98	-2	0	3	-1
CSc1ccc(Cn2c(C)c(C(=O)NCc3ccco3)sc2=O)cc1	3	0.0	0	2	8	105	2	-9	0	/
COc1ccc(CNC(=O)C(c2cccs2)N(Cc2ccco2)C(=O)Cc2cccs2)cc1 (stereo not given)	8	-0.6	-5	63*	7	96	1	-3	5	4
CNC(=O)NC(=O)CN1C(=O)NC2(CCOc3ccccc32)C1=O (stereo not given)	-3	0.5	-5	-4	-2	99	-4	1	5	3
c1ccc(-c2nc3c([nH]2)CCc2nonc2-3)cc1	0	-2.2	1	-5	29*	104	-48	0	-10	-13
COCCCNC(=S)Nc1ccc2c(c1)OCCO2	-2	-0.5	2	0	3	100	6	-13	0	-3
COC(=O)c1cc(Oc2ccc(C(=O)OC)cc2N)cc(C(=O)OC)c1	9	0.4	-1	4	-3	90	-24	1	2	1
CC(C)OC(=O)CSc1nnc(-c2ccc(C(C)(C)C)cc2)n1N	-10	0.8	-1	-10	8	101	-8	1	5	8
Cc1ccccc1Cn1c(C)nc2ccccc21	0	-0.1	6	-11	3	93	35	2	15	8
COc1ccc(S(=O)(=O)N2CCC(C(=O)Nc3cc(Cl)ccc3N3CCOCC3)CC2)cc1OC	-11	-3.2	0	11	0	98	-12	16	6	-5
CC(Oc1cccnc1[N+](=O)[O-])C(=O)Nc1cccc(Cl)c1 (stereo not given)	2	3.3	-13	4	0	100	-8	0	1	-6
CC1CCCCC12NC(=O)N(CC(=O)N1CCN(S(=O)(=O)Cc3ccccc3)CC1)C2=O (stereo not given)	-2	-1.9	10	-3	10	103	-1	-1	-6	-1
N=c1n(CCN2CCOCC2)c2ccccc2n1CC(O)COc1ccccc1 (stereo not given)	8	0.1	2	13	2	86	-13	2	-4	0
Cc1cc2cc(CCNC(=O)c3cccs3)c(=O)[nH]c2cc1C	5	-0.5	5	36	20	98	-76	-4	5	4
C=C(C)COc1ccc(-c2nc(N)ncc2Oc2ccc(OC)cc2)c(O)c1	-1	-3.0	4	-8	-3	96	11	-3	6	-5
CC(C)C[C@H](NC(=O)N1CCn2c1nc1ccccc12)C(=O)N[C@@H](Cc1ccccc1)C(=O)O	-14	-1.5	1	4	5	98	-8	2	-76	-5
CCC(NC(=O)CCCc1ccccc1)c1ccccc1 (stereo not given)	-3	-1.4	-4	-4	5	104	-12	-2	-3	10
Cc1ccccc1CN1CCC(Oc2ccc(C(=O)NCc3ccccn3)cc2)CC1	5	-1.8	-12	-7	11	106	9	-7	4	-1
O=C(NN=Cc1ccccc1)c1ccccc1	0	-1.3	-5	-15	2	104	-115	-5	-2	-20
CCC(Oc1ccccc1)C(=O)N(CC)CC(=O)NCc1ccc(F)cc1 (stereo not given)	-3	-0.6	-5	-2	6	100	8	-1	1	-7
Cc1c(Cl)cccc1NC(=O)CNC(=O)C1CC(=O)N(C2CCCC2)C1 (stereo not given)	13	-1.2	-5	6	1	93	-13	1	-4	-2
O=C(Cc1cccs1)Nc1ccc([N+](=O)[O-])cc1	1	-3.1	-5	-3	4	101	-18	0	3	-9
CCCn1c2c(c(O)c(C(=O)NCCCN(CC)CC)c1=O)CCCC2	-5	1.0	0	5	-1	101	-9	-1	-4	1

Some entries already given with just HTR2A ag.
mol	HTR2A ag
CCC(NC(=O)CCCc1ccccc1)c1ccccc1 (stereo not given)	-4
Cc1ccccc1CN1CCC(Oc2ccc(C(=O)NCc3ccccn3)cc2)CC1	-12
O=C(NN=Cc1ccccc1)c1ccccc1	-5

More compounds:
SMILES	ABHD5-PLIN5 inh	MC4R ag barr	HTR2A ag	Cardio protect	MC4R antagonist	ABCB6 inh MLPCN	NCOA2 inhibitor	Glyco luc inh	NOD2-RIPK2 inh	TLR9-MyD88 block
Cc1ccccc1Nc1nc(N)nc(CSc2ccc(F)cc2)n1	4	-0.5	-8	-1	9	98	-32	-4	-7	11
C=CCn1c(-c2ccco2)n[nH]c1=S	-1	1.9	5	2	13	102	1	2	-5	-1
CCO[C@H]1OC(C(=O)NCc2nc3ccccc3[nH]2)=C[C@@H](c2ccccc2)[C@@H]1CCCO	3	1.4	0	2	14	97	-5	3	-10	-7
O=C(c1ccc(Cl)cc1)c1cn[nH]c1-c1ccccc1O	2	-2.0	1	-7	4	99	-11	-1	-1	7
Cc1cccc2cc(CN(Cc3ccccc3)C(=O)N(C)C)c(=O)[nH]c12	9	0.8	9	2	5	95	-38	/	-2	3
CCN1CCN(CCCNC(=O)c2ccc3c(Cl)c4c(nc3c2)CCCC4)CC1	3	-2.6	-7	-11	-5	100	29	-9	3	8
CCOC(=O)c1c(NC(=O)C2C3C=CC(C3)C2(C)C(=O)O)sc2c1CCCC2 (stereo not given)	-4	-0.8	1	-1	6	93	-19	-1	-6	-13
CC(c1ccco1)N(C(=O)C12CC3(C)CC(C)(CC(C)(C3)C1)C2)c1ccccn1 (stereo not given)	9	-0.7	5	-7	-1	94	-9	-4	-11	3
Cc1ccc(S(=O)(=O)NC2=NCN(C3CCCCC3)CN2)cc1	-6	-1.3	-2	-2	0	91	-14	3	2	5
CN(C(=O)c1ccc(S(=O)(=O)N2CCCCC2)cc1)C1CCS(=O)(=O)C1 (stereo not given)	-5	-2.4	6	-2	10	97	11	1	-8	-5
Cc1ccc(S(=O)(=O)N2C[C@H]3C(=O)C[C@@H](c4cccc(Cl)c4)N(S(=O)(=O)c4ccc(C)cc4)[C@H]3C[C@H]2c2cccc(Cl)c2)cc1	11	0.9	2	-6	3	98	14	-12	-13	5
Cc1ccc(S(=O)(=O)N2CCCCC2C(=O)N(C)c2ccccc2)cc1 (stereo not given)	-5	-1.1	-1	-11	9	102	16	-3	9	-5
CN(c1ccccc1)S(=O)(=O)c1cccc(C(=O)Nc2ncn[nH]2)c1	4	-1.1	1	-3	26	99	-5	1	-7	-6
Cc1ccc(-n2nc(C(=O)O)nc2-c2ccccc2)cc1	-2	1.1	-1	5	17	102	13	0	4	8
Cc1ccc(C2C(C#N)=C(N)OC3=C2C(=O)CCC3)s1 (stereo not given)	3	-2.7	6	6	12	94	-36	1	3	-4
CCNc1nc(NC(C)C)nc(N(C#N)C(C)C(=O)N(CC)CC)n1 (stereo not given)	0	-0.8	1	5	4	96	-4	-1	-6	/
COc1ccc(/C=N/NC(=O)c2ccco2)cc1Cn1nc(C)cc1C	-4	-1.6	9	1	12	102	-32	4	7	2
Cc1ccc(F)cc1NC(=O)C1CC(=O)N(Cc2ccccc2)C1 (stereo not given)	4	0.2	5	4	0	102	-5	-1	2	2
Cc1cccc(Oc2nc3ccccn3c(=O)c2/C=C(\C#N)C(=O)NC2CCS(=O)(=O)C2)c1C (stereo not given)	18	0.9	-1	9	10	101	-10	4	-4	-4
Cc1noc2ncnc(Oc3ccccc3)c12	0	-0.6	-3	4	9	94	-1	0	5	-6
COC(=O)c1c(NC(=O)c2ccc(S(=O)(=O)N3CC(C)OC(C)C3)cc2)sc2c1CCN(C)C2 (stereo not given)	6	2.4	6	-4	5	97	7	-1	-10	-1
COc1ccc2cc(C(=O)C3CCCN(C(=O)/C=C/c4ccccn4)C3)ccc2c1 (stereo not given)	-6	1.8	-1	12	21	97	2	-1	2	-3
Oc1ccc(-n2nnnc2SCc2c(F)cccc2Cl)cc1	3	2.2	9	-16	-4	99	-4	0	2	1
COc1ccc(S(=O)(=O)NC(C)C(=O)Nc2ccccc2F)cc1 (stereo not given)	2	-2.5	7	2	16	99	16	0	-6	-8
CC1(C)CN2C(=O)c3ccccc3C2(C)S1 (stereo not given)	-6	-0.7	5	-2	-2	92	21	0	-1	-2
CCCCC1=CC2=CC(=O)C(C)(OC(=O)C3CCCC3)C(=O)C2=CO1 (stereo not given)	7	-1.2	2	3	5	109	24	1	9	17
O=C(C(Cl)Cl)N1c2ccccc2OCC1c1ccccc1 (stereo not given)	-4	1.1	-4	-16	4	98	25	-4	-1	-5
COc1cccc2cc(C(C)N(CCCN3CCOCC3)C(=S)Nc3ccc(C)c(C)c3)oc12 (stereo not given)	-2	-2.7	-6	-1	7	99	-1	0	-7	-1

Quoted from the listing:
In ABCB6 inh MLPCN, CCCCC1=CC2=CC(=O)C(C)(OC(=O)C3CCCC3)C(=O)C2=CO1 (stereo not given) has 109
In ABCB6 inh MLPCN, O=C(C(Cl)Cl)N1c2ccccc2OCC1c1ccccc1 (stereo not given) has 98
